Compound activity deposited in PubChem by The Scripps Research Institute Molecular Screening Center.
LEDGF integ inh = blockers of LEDGF/p75-dependent integrase strand transfer – biochemical, TR-FRET, high throughput, primary screen | HIV-1 integrase (with human LEDGF/p75) | TR-FRET IN-LEDGF/p75 DNA integration, Eu/Cy5 | inhibition, % at 3.7 µM | actives 0.64% (n = 370,000);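 active = inhibition above the screen-wide mean plus 3 SD, cut at about 13% in these data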;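 note: signal is the Cy5 over europium emission ratio at 671 and 618 nm; 0% = plate median of compound wells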
UHRF1 MBD2 ctr = UHRF1 methylated DNA binding inhibitors, primary screen, counter-screen for MBD2 inhibitor project, biochemical, TR-FRET, human UHRF1, single concentration | UHRF1 binding to methylated oligo | inhibition, % at 4.4 µM | actives 0.75% (n = 370,000) | AID 687016, 2013; in the data active = inhibition above about 21%;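 note: UHRF1 SRA domain binding a hemimethylated CpG hairpin DNA probe; 0% = median of test compound wells and 100% = reference inhibitor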
SIAE primary = human SIAE inhibitors, primary screen, biochemical, fluorescence polarization, FP-Rh probe, 1536-well HTS; Sialate O-acetylesterase (Homo sapiens), Q9HAT2; SIAE FP-Rh probe binding; inhibition, % at 9.66 µM; actives 0.69% (n = 370,000);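 active = inhibition above a cutoff: mean of compounds within the control limits plus 3 SD of those, cut at about 17% in these data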;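 note: 0% = plate median of compound wells and 100% = probe without SIAE protein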
Target sequence (Q9HAT2 whole entry, looked up): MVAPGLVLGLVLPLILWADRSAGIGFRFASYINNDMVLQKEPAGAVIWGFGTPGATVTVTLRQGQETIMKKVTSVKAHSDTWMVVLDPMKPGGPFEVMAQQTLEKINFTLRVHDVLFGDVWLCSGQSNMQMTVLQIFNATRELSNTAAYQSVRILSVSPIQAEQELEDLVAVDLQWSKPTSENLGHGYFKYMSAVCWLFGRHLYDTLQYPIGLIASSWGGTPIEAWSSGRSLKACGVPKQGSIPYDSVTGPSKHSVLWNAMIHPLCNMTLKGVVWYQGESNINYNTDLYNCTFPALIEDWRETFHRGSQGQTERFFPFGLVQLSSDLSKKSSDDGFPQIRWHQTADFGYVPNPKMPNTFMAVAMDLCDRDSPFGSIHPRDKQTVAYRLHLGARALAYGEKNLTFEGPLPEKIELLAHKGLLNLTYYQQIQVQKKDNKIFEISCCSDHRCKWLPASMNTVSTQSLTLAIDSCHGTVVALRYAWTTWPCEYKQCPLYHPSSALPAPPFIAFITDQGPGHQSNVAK
Tn6 DDE FP = inhibitors of Tn6 peptide binding to fibrin DD(E), primary screen, biochemical, fluorescence polarization, human fibrin, Tn6 probe. Fibrinogen beta chain (Homo sapiens), P02675. Fibrin DD(E) TRITC-Tn6 fluorescence polarization displacement. inhibition, % at 8.3 µM. actives 0.21% (n = 370,000);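 active = inhibition above a per-campaign cutoff: mean of compounds within control limits plus 3 SD, cut at about 15% in these data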;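 note: 0% = median of all compound wells on the plate and 100% = blocking peptide control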
Target sequence (P02675 whole entry, looked up): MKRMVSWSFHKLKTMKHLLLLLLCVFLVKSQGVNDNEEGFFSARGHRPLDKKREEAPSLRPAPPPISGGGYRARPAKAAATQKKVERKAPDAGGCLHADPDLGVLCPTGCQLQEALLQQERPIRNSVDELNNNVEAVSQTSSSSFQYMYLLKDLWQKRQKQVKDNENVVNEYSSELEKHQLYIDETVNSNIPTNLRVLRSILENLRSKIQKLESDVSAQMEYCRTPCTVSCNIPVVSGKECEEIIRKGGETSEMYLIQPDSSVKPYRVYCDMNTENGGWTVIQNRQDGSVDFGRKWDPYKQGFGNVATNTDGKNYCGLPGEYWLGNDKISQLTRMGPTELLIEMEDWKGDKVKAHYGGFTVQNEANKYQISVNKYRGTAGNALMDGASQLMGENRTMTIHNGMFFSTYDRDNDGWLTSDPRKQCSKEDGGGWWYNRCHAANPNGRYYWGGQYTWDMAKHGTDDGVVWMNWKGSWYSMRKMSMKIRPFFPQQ
MBD2 DNA inh = inhibitors of MBD2 binding to methylated DNA, primary screen, biochemical, TR-FRET, DNA-binding domain, human | Methyl-CpG-binding domain protein 2 (Homo sapiens), Q9UBB5 | MBD2 binding to methylated oligonucleotide | inhibition, % at 4.4 µM | actives 0.31% (n = 370,000); in the data active = inhibition above about 13%
DDE Tn7 FP inh = inhibitors of Tn7 peptide binding to fibrin DD(E), primary screen, biochemical, fluorescence polarization, human fibrin, Tn7 probe. Fibrinogen beta chain (Homo sapiens), P02675. inhibition, % at 8.3 µM. FP displacement of FITC-Tn7 peptide from fibrin DD(E); 0% = median of compound wells per plate. actives 0.13% (n = 370,000);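 active = inhibition above the mean of compounds falling within the control limits plus 3 SD of them, cut at about 14% in these data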;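 note: 0% = plate median of compound wells and 100% = 10 µM Aha-Tn7 peptide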
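Test system: human clot-derived fibrin DD(E) complex / Quantity: 2 µM final DD(E) protein / Incubation: 10 min plus 3 h, room temperature / Measured by: fluorescence polarization / Benchmarks: high control of 10 µM Aha-Tn7 peptide / Replicates: singlicate testing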
PRMT1 FP inh = PRMT1 methyltransferase inhibitors, primary screen, biochemical, fluorescence polarization. recombinant PRMT1, activity-based probe fluorescence polarization. inhibition, % at 2.79 µM. actives 1.3% (n = 370,000). AID 652257, 2013;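 active = inhibition above about 21% made by adding two undisclosed values, limit read from the data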
TCR CD3 inh = inhibitors of human TCR-CD3 interaction, primary screen, biochemical, fluorescence, TAMRA-labeled TCR probe. T-cell receptor (TCR). inhibition, % at 9.4 µM. actives 0.37% (n = 360,000). AID 651800, 2012; in the data active = inhibition above about 19%;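 note: recombinant mutant TCR 2C K166C tagged with TAMRA read by polarization; 0% = receptor in buffer alone and 100% = receptor with positive control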
TDP2 absorb = human TDP2 enzyme inhibitors, primary screen, biochemical, epi absorbance, recombinant enzyme; T5PNP hydrolysis, p-nitrophenol absorbance 415 nm; inhibition, % at 12.8 µM; actives 0.34% (n = 370,000); AID 720702, 2013;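 active = inhibition above the mean of all tested compounds plus 3 SD, set per campaign, cut at about 25% in these data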;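 note: 0% = DMSO with enzyme and 100% = buffer with substrate but no TDP2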
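test system = human TDP2 enzyme | input = TDP2 enzyme at 120 nM final | medium = 50 mM Tris-HCl pH 7.5 with Mg2+, KCl, DTT, BSA | also added = T5PNP substrate, 5 mM | times = 2 h at 37 °C | technique = epi absorbance | benchmarks = high control without enzyme, low control DMSO plus TDP2 | replication = each compound tested once, singlicate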
proKLK7 act = proKLK7 zymogen activators, primary screen, biochemical, fluorescence intensity; purified proKLK7, EDANS-DABCYL substrate fluorescence; 100% is mature enzyme control, 0% vehicle; activation, % at 7 µM; actives 0.9% (n = 370,000);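 active = activation above the mean of all tested compounds plus 3 SD, computed per campaign excluding outliers beyond control limits, cut at about 13% in these data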
* hit, by the source's call; nt = not tested or not shown.

SMILES | LEDGF integ inh | UHRF1 MBD2 ctr | SIAE primary | Tn6 DDE FP | MBD2 DNA inh | DDE Tn7 FP inh | PRMT1 FP inh | TCR CD3 inh | TDP2 absorb | proKLK7 act
Cc1ccc(S(=O)(=O)Nc2ccc(O)c3ncccc23)cc1 | -5 | -7 | 8 | 0 | -9 | -1 | 0 | -1 | 7 | 4.7
C=C(C1=CCN(S(=O)(=O)C(C)(C)C)[C@@H]1CCO)c1ccccc1 | 1 | -2 | -8 | 2 | 0 | 0 | 3 | 3 | 5 | 0.2
Cc1ccc(OCc2nnnn2-c2ccccc2)cc1 | -1 | 6 | -6 | -7 | 0 | -5 | 4 | -3 | -1 | 0.3
Cc1ccc(NCc2ccc(O)c3ncccc23)cc1C | -8 | 0 | 10 | -4 | -2 | 2 | 10 | -5 | -9 | 0.0
O=C(Nc1ccc(F)cc1)N(Cc1cccs1)Cc1cc2cc3c(cc2[nH]c1=O)OCO3 | 1 | 0 | -7 | 10 | -3 | 5 | -5 | -4 | -14 | -0.1
CC(C)(C)NC(=O)CN(C(=O)CSc1nnc(COc2ccccc2)o1)c1cccc(F)c1 | -3 | -2 | 0 | -5 | 5 | 9 | -1 | 4 | 5 | 0.0
Cc1cc(=O)[nH]c(NN=C2CCCCC2C)n1 (centres undefined) | 1 | 3 | 3 | 0 | 1 | 1 | 0 | -8 | -7 | 1.8
COC(=O)c1cc2c(C(F)(F)F)nn(C)c2s1 | 1 | 1 | -2 | 4 | -3 | 5 | 4 | -10 | 7 | -0.3
C=CCC(O)(CC=C)CNC(=O)C1CCC(=O)N(CCCc2ccccc2)C1 (centres undefined) | 0 | 1 | -4 | -4 | 1 | 1 | -1 | -1 | -2 | -0.3
COc1ccc(CNC(=O)COC(=O)c2ccccc2OCC(=O)Nc2ccc(SC(F)F)cc2)cc1 | -4 | 1 | 0 | 5 | -1 | 7 | 1 | 0 | 12 | -0.4
CCCCNC(=S)N(Cc1ccco1)Cc1cc2cc3c(cc2[nH]c1=O)OCCO3 | -1 | 3 | -9 | 2 | 1 | -1 | 2 | -1 | -12 | 0.2
CCCCCCCCCCCCCCCC[N+](C)(C)Cc1ccc(F)cc1 | -3 | -2 | -4 | 2 | 1 | -2 | -1 | 4 | -17 | 0.0
Cc1ccc(NC(=O)CSc2nc(=O)n(CCN3CCOCC3)c3c2CCCC3)cc1 | 6 | -1 | -1 | 5 | -3 | -4 | -3 | -4 | 2 | -0.3
O=C(Cn1ncc(Cl)c(Cl)c1=O)N1CCOCC1 | -2 | 2 | 12 | -7 | -4 | -2 | -4 | 0 | -1 | -0.6
CCOC(=O)CC[C@@H]1CC[C@]2(CCCN(S(=O)(=O)C3CCCCC3)C2)O1 | 3 | 2 | -1 | 0 | -2 | 3 | -1 | nt | 2 | 0.7
O=S(=O)(NCC(c1cccnc1)N1CCOCC1)c1cccs1 (centres undefined) | 0 | -1 | 2 | 1 | -3 | -1 | -4 | 8 | -7 | -0.1
O=C(NC(=S)N1CCOCC1)C12CC3CCC(CC(C3)C1)C2 | 0 | -2 | -1 | 3 | 3 | -7 | -3 | 3 | 8 | 0.3
COc1cc(/C=C(\C#N)C(=O)N2CCc3ccccc32)ccc1O | -4 | 1 | -2 | -4 | 3 | 0 | 1 | -1 | 17 | -0.3
O=C(Cc1c(F)cccc1Cl)Nc1ccccc1-c1ccccc1 | 1 | 1 | -3 | 3 | -1 | 7 | 2 | 6 | -3 | 0.2
COc1ccccc1NC(=O)CSc1nnc(NC(=O)c2ccco2)s1 | -1 | 1 | 13 | 5 | -1 | -3 | -3 | -6 | 20 | -0.1
CCCNC(=O)Cn1c(=O)oc2cc(S(=O)(=O)N3CCCC3)ccc21 | 2 | 6 | -30 | -2 | 2 | -4 | 5 | -6 | -5 | 0.6
CCc1ccc(-n2c(O)cnc2Nc2nc(C)cc(C)n2)cc1 | -1 | 6 | 1 | -9 | -2 | -3 | 3 | -8 | -6 | -0.2
O=C(Oc1ccc([N+](=O)[O-])cc1)c1ccc2ccccc2n1 | 5 | 0 | 1 | 0 | 0 | 2 | 1 | 6 | -6 | -0.4
FC(F)(F)c1cnc(C(c2ccccn2)c2ncn[nH]2)c(Cl)c1 (centres undefined) | -4 | 0 | -5 | -5 | 4 | 2 | 1 | 0 | 0 | -0.4
O=c1[nH]c2c(=O)[nH]cnc2nc1-c1ccccc1 | -5 | -3 | 5 | 5 | -9 | 1 | 3 | -7 | 2 | 4.3
The list continues:
SMILES | LEDGF integ inh | UHRF1 MBD2 ctr | SIAE primary | Tn6 DDE FP | MBD2 DNA inh | DDE Tn7 FP inh | PRMT1 FP inh | TCR CD3 inh | TDP2 absorb | proKLK7 act
Clc1ccccc1OCCN1CCCCC1 | -1 | 4 | 2 | 3 | 1 | 6 | 0 | -9 | 9 | -0.1
CCC1Oc2ccc(C)cc2N(CC(=O)N(Cc2cccnc2)Cc2ccc(C)o2)C1=O (centres undefined) | -2 | -1 | -2 | -1 | 4 | -1 | 3 | 2 | 7 | 0.2
O=C(NCc1ccccc1)C(c1ccco1)N(C(=O)c1csnn1)c1ccccc1F (centres undefined) | 1 | -1 | -1 | -2 | -3 | -4 | -1 | -4 | -8 | 0.3
COc1ccc([C@@]23Oc4cc(OC)cc(OC)c4[C@]2(O)[C@H](O)[C@H](C(=O)N(C)C)[C@H]3c2ccccc2)cc1 | 4 | 1 | -5 | 10 | -2 | -14 | -6 | -3 | -19 | -0.2
COc1ccc(C(=O)/C=C/c2ccccc2F)c(OC(=O)c2ccc([N+](=O)[O-])cc2)c1 | -3 | 3 | -4 | 2 | -1 | -1 | -1 | 9 | -7 | 0.0
CC(NC(=O)CN(Cc1ccccc1)S(=O)(=O)c1ccccc1)c1cccnc1 (centres undefined) | -4 | 3 | 4 | 4 | 1 | -5 | 2 | -8 | 6 | -0.1
NC(=O)COC(=O)c1sc2cc(F)ccc2c1Cl | -4 | 2 | -11 | -3 | 1 | -2 | 8 | -4 | -11 | 0.2
O=C(NC(=S)Nc1ccccc1Cl)c1cncc(C#Cc2ccccc2)c1 | 0 | 1 | -7 | 2 | -2 | 6 | 4 | -1 | 6 | 0.2
Cc1c(NS(=O)(=O)N2CCCCC2)c(=O)n(-c2ccccc2)n1C | -3 | 3 | -3 | 0 | 0 | 2 | 4 | -2 | 0 | -0.1
CSCC[C@H](NC(=O)[C@H]1N2C(=O)c3ccccc3C2SC1(C)C)C(=O)NCc1ccncc1 (some centres undefined) | 3 | 1 | 0 | 6 | -2 | -5 | 1 | -3 | -10 | 0.3
CCCCN(C)C(=O)c1cn(C)c2ccc(S(=O)(=O)N(C)C)cc2c1=O | 1 | 2 | 0 | 13 | 3 | 6 | -2 | 7 | -10 | 0.0
COc1ccc(NC(=O)CCc2ccc(OC)c(OC)c2)cn1 | -2 | -4 | 0 | 1 | 1 | 3 | 5 | -7 | 6 | 0.2
CC1=Nc2cc(C(=O)NCCN3CCOCC3)ccc2Sc2c(C)ccc(C)c21 | 6 | 0 | -8 | -9 | -5 | 1 | -5 | -5 | -25 | 0.8
COC(=O)[C@]12C[C@H](CC(=O)N3CCOCC3)C(=O)N(Cc3ccccc3)C1=C[C@H](COCc1ccccc1)O[C@@H]2C | 4 | -3 | -3 | 6 | -4 | 4 | 1 | nt | -6 | 0.3
CN(C(=O)CSc1nnc(NC2CCCCC2)s1)C1CCS(=O)(=O)C1 (centres undefined) | -2 | 5 | 3 | 8 | -3 | -7 | 2 | 12 | -5 | 0.6
O=C(Cc1cccc(C(F)(F)F)c1)Nc1ccccc1N1CCCC1 | 0 | 1 | -4 | 7 | 5 | 1 | 2 | 1 | -2 | -0.1
COc1ccc2nc(NC(=O)CSc3nc(C)cc(C)n3)sc2c1 | -3 | 9 | -11 | -10 | 4 | -2 | 7 | -5 | -16 | 0.8
COCCN(C(=O)COC(=O)c1ccc(C=O)cc1)c1c(N)n(Cc2ccccc2)c(=O)[nH]c1=O | 2 | -2 | -5 | 2 | 0 | -5 | 2 | 1 | 3 | -0.5
Cc1cc(Cl)ccc1NNC(=O)c1c(C)noc1C | 7 | 3 | 9 | -5 | 1 | 0 | -6 | 3 | 0 | 0.5
O=C(Nc1cccc(Cl)c1)NC1CC2CCC1C2 (centres undefined) | 1 | -1 | 3 | -2 | 0 | -2 | 3 | -4 | -1 | -0.3
CC(C)C[C@H]1CNC(=S)N1CC1CCN(CCCCc2ccccc2)CC1 | -6 | 1 | 6 | 7 | 3 | 7 | 0 | -6 | 4 | -0.1
CN(Cc1ccc(-n2cccn2)cc1)C(=O)c1cnn2c1NC(c1ccco1)CC2C(F)(F)F (centres undefined) | 1 | 0 | -3 | 1 | 1 | 3 | 2 | -6 | -8 | 0.5
CCCCNC(=O)C1CCC(CNS(=O)(=O)c2ccc(C)cc2)CC1 (centres undefined) | 4 | 0 | 4 | -5 | 4 | 4 | -2 | 0 | -4 | 0.0
O=C1C(=O)N(CCS(=O)(=O)c2ccccc2)c2ccccc21 | 1 | -9 | -11 | 5 | -7 | -1 | 0 | 8 | -23 | -0.3
Nc1c(-c2cccc(Cl)c2)cnn1-c1ccccc1 | -2 | 0 | -1 | -5 | 3 | 1 | 4 | 0 | -6 | -0.3
COc1ccc(N2CC(C(=O)Nc3ccc4c(c3)OCO4)CC2=O)cc1 (centres undefined) | -2 | 1 | 2 | -1 | -1 | -5 | 1 | 1 | 2 | 0.2
CCOc1ccccc1NC(=O)C(C)SCc1ccccc1 (centres undefined) | -3 | 0 | 6 | -9 | 2 | 11 | 2 | 4 | 17 | 0.1
CN(Cc1ccccc1)S(=O)(=O)c1cc2c3c(c1)CCN3C(=O)CC2 | 1 | 1 | 4 | 1 | 3 | -1 | -4 | 5 | 1 | -0.4

3 records drawn at random from those above, as already listed:
SMILES | LEDGF integ inh | UHRF1 MBD2 ctr | SIAE primary | Tn6 DDE FP | MBD2 DNA inh | DDE Tn7 FP inh | PRMT1 FP inh | TCR CD3 inh | TDP2 absorb | proKLK7 act
O=C(Oc1ccc([N+](=O)[O-])cc1)c1ccc2ccccc2n1 | 5 | 0 | 1 | 0 | 0 | 2 | 1 | 6 | -6 | -0.4
COc1cc(/C=C(\C#N)C(=O)N2CCc3ccccc32)ccc1O | -4 | 1 | -2 | -4 | 3 | 0 | 1 | -1 | 17 | -0.3
O=C(Cn1ncc(Cl)c(Cl)c1=O)N1CCOCC1 | -2 | 2 | 12 | -7 | -4 | -2 | -4 | 0 | -1 | -0.6
